Compound activity (PubChem BioAssay)
NCI-60 one-dose screen, 48 h, at 10 µM unless noted. Numbers give growth in % (100 = growth as untreated, 0 = no growth, -100 = all killed).
HOP-92 = HOP-92 NSCLC cells; 71,000 compounds, 6.3% hits; AID 1794738
CCRF-CEM = CCRF-CEM leukemia; 77,000 compounds, 7% hits
MOLT-4 = MOLT-4 leukemia cells; 80,000 compounds, 6.9% hits; AID 1794779
RPMI-8226 = RPMI-8226 leukemia cells; 77,000 compounds, 7.5% hits
SR = SR leukemia cells | 73,000 compounds, 8.7% hits
HOP-62 = HOP-62 NSCLC; AID 1794735; 80,000 compounds, 3.9% hits
A549/ATCC = A549/ATCC NSCLC. 81,000 compounds, 3.7% hits
EKVX = EKVX NSCLC; 71,000 compounds, 3% hits
Numbers without * were called inactive; nt = no result given; & = joins results of further samples. How the source made its calls: active means growth percent below 10; inactive means the rest. Outcome played no part in choosing rows; 12% or so of the library scored in one or more.

SMILES | HOP-92 | CCRF-CEM | MOLT-4 | RPMI-8226 | SR | HOP-62 | A549/ATCC | EKVX
Nc1nc(-c2c(Cl)cccc2Cl)cc(-c2cc3cc(Br)ccc3oc2=O)n1 | 54 | 66 | 68 | 77 | 73 | 99 | nt | 133
C[C@@H](Oc1cc(-c2cnn(C3CC4(CCNCC4)C3)c2)cnc1N)c1c(F)ccc(Cl)c1Cl | -19* | -20* | -33* | -40* | -29* | 28 | -14* | nt
COC(=O)c1ccccc1N=NC(C#N)C#N | 108 | 101 | 103 | 107 | 106 | 115 | 99 | 101
CCOC(=O)[C@@H]1C2CCC(CC2)[C@@H]1C(=O)OCC | 81 | 97 | nt | 111 | nt | 100 | 102 | 113
CCCCCCCCCCCCCc1nc(-c2cc(OC)c(OC)c(OC)c2)no1 | 73 | 111 | 110 | 104 | 86 | 98 | 101 | 96
Cc1ccccc1N=C(N)N=C(N)N | 83 | 104 | 92 | 94 | 99 | 101 | 99 | 119
NC(=O)c1cnccn1 | nt | 104 | 100 | 107 | 106 | 109 | 105 | 99
Cc1cccc(/C=C2\Oc3cc(C)c(Cl)c(C)c3C2=O)c1 | 60 | 95 | 90 | 75 | 79 | 83 | 94 | 72
O=C(CCCCCCC(=O)Nc1ccc(C(=O)/C=C/c2cn(-c3ccccc3)nc2-c2ccc([N+](=O)[O-])cc2)cc1)NNc1ccccc1 | 97 | 106 | 105 | 108 | 109 | 88 | 101 | 87
C[n+]1ccccc1/C=C\c1ccccc1Cl | 97 | 102 | 97 | 110 | 85 | 109 | 100 | 104
Cc1c(-c2ccccc2)nc2c3ccccc3ncn2c1=O | 56 | 137 | 88 | 95 | nt | 85 | 122 | 84
COc1ccc(/C=C(/C(=O)c2ccccc2)c2ccccc2)cc1 | 60 | nt | 95 | 79 | nt | 95 | 91 | nt
CCCc1cc2cc(-n3nc(C)c4c3CC(C)(C)CC4=O)cc(NC3CCSCC3)c2c(=O)[nH]1 | 93 | 100 | 50 | 50 | 34 | 46 | 49 | 76
CCOC(=O)C1=C(NC)OCC1=O | 83 | 101 | 97 | 100 | 94 | 100 | 91 | 99
O=C(O)CCC(=O)OCCN(Cc1ccc(Oc2ccc([N+](=O)[O-])cc2)cc1)C(=O)C(Cl)Cl | nt | 100 | 94 | 99 | 90 | 115 | 114 | 95
O=C(O)CC1CCCCCC1 | 63 | nt | 105 | 106 | 119 | 101 | 99 | nt
Cc1nc(-c2ccc(F)cc2)ccc1NC(=O)Nc1ccc2c(c1)OCO2 | 125 | 98 | 92 | 93 | 89 | 94 | 87 | 112
O=C1CSC2=N/C(=C\c3ccc(Cl)cc3)C(=O)N12 | 85 | 87 | 81 | 84 | 70 | 108 | 96 | nt
CC1O[C@@H](OC2[C@H](OC(=O)/C=C/c3ccc(O)c(O)c3)C(COC3O[C@H](C)C(O)C(O)[C@@H]3O)O[C@@H](OCCc3ccc(O)c(O)c3)[C@H]2O)[C@@H](O)C(O)[C@H]1O (stereo not given in full) | 102 | nt | 99 | 104 | 105 | 103 | 90 | 91
O=C(O)c1cc2c(ncc3c(=O)n(-c4ccccc4)[nH]c32)s1 | 102 | 105 | 100 | 107 | 90 | 89 | 104 | 96
N=c1ccn(O)cc1CCc1ccccc1 | 85 | 120 | 108 | 110 | 106 | 114 | nt | 110
CCOC(=O)c1nn(-c2ccc(C)cc2)c(=O)c2c(N)c(C#N)c(-c3ccccc3)c(S)c12 | nt | 86 | 80 | 105 | 90 | 110 | 99 | 75
COc1ccc(NC(=S)Nc2ccc(Nc3ncnc4sc5c(c34)CCN(C(=O)OC(C)(C)C)C5)cc2)cc1 | 85 | 83 | 79 | 87 | 65 | 63 | 73 | 102
Nc1ccc(S(=O)(=O)c2ccc(N)c(Cl)c2)cc1 | 86 | 99 | 107 | 103 | 103 | 110 | 106 | 101
O=[N+]([O-])c1ccc2nc(CCl)[nH]c2c1 | 89 | 86 | 88 | 89 | 78 | 80 | 66 | 104
OC1(c2ccccc2)OC(c2ccccc2)CN(Cc2ccccc2)C1c1ccccc1 (stereo not given) | 76 | 89 | 63 | 75 | 74 | 87 | 75 | 87
Cc1ccc2c(c1)CCCN2 | nt | 85 | 87 | nt | nt | 85 | 102 | 93
C/C(=N\Nc1ncc(C#N)c(N)n1)c1ccc(C)cc1 | 58 | 66 | 80 | 68 | 84 | 102 | 92 | 98
Cc1cc2cc3c(=O)[nH]c(=O)nc-3n(CC(O)C(O)C(O)CO)c2cc1C (stereo not given) | 86 | 101 | 88 | 128 | 97 | nt | 96 | 90
O=S(=O)(Nc1cccc(-n2cnc3cc(-c4ccc(O)cc4)ccc32)c1)C1CC1 | 88 | 24 | 14 | 24 | 13 | 44 | 38 | 46
CCCC/C(CC)=N\NS(=O)(=O)c1ccc([N+](=O)[O-])cc1 | 92 | 87 | 101 | 101 | 97 | 97 | 89 | 102
Clc1ccc2c(c1)NC1(CCSc3ccccc31)n1nccc1-2 (stereo not given) | 92 | 96 | 91 | 95 | 92 | 112 | 90 | nt
COc1ccc(C2c3sc(=O)[nH]c3SCC2CO)cc1 (stereo not given) | nt | 101 | 86 | 109 | 88 | 83 | 88 | 36
COc1ccc(/C=N/C2=C(C#N)C(c3ccc(N(C)C)cc3)c3ccc4ccccc4c3O2)cc1 (stereo not given) | 65 | 63 | 54 | 63 | 19 | 57 | 65 | 61
O=C(O)c1ccc(-n2cc(CNc3ccc(F)cc3)c(-c3cc(C(F)(F)F)cc(C(F)(F)F)c3)n2)cc1 | nt | 63 | 59 | 39 | 89 | 96 | 61 | 68
CCCC1(c2ccccc2)NC(=O)N(CC(=O)NCC(=O)Nc2ccc(F)c(F)c2F)C1=O (stereo not given) | 94 | 62 | 69 | 67 | 68 | 96 | 103 | 103
COc1cc(/C=C2\Oc3cc(OCCN4CCCCC4)ccc3C2=O)cc(OC)c1OC | 68 | 86 | 86 | 81 | 71 | 104 | 107 | 96
N#Cc1c(N)nc2c(nnn2-c2ccc(Cl)cc2)c1N | 81 | 93 | 89 | 99 | 94 | 80 | 77 | 32
COc1ccc(-c2oc3cc(O)cc(O)c3c(=O)c2OC)cc1 | nt | 79 | 274 | 89 | 119 | 78 | 97 | 111
COc1cc(Cl)cc(-c2nn(-c3cccc(NC(=O)c4ccc(N5CCOCC5)c(C(F)(F)F)c4)c3)cc2-c2ccncc2)c1 | nt | 32 | 38 | 25 | 18 | 52 | 45 | nt
CC(C)c1ccccn1 | 108 | 106 | 104 | 109 | 105 | 81 | 102 | 96
CCOC(=O)/C=C/c1cccc2c1C(=O)NC(C)(c1cc3cc(Cl)ccc3oc1=O)N2 (stereo not given) | nt | 37 | 4.7* | 18 | 1.9* | 56 | 47 | 32
CCCCC[n+]1ccc(SCC(=O)N(C)c2ccc(OC(F)(F)F)cc2)c2ccccc21 | 102 | 90 | 95 | nt | 85 | 112 | 107 | 108
CCCCCCC(CC#N)(CCC)CCCC (stereo not given) | 74 | nt | 97 | 103 | 103 | 111 | 103 | nt
CN1CCN(c2ccc3nc(-c4ccc5nc(-c6ccc(O)cc6)[nH]c5c4)[nH]c3c2)CC1 | 42 | 74 | 76 | 107 | 67 | 96 | 62 | 105
COc1cc(-c2nc(SC(C)C)nc(N3CCOCC3)c2C#N)cc(OC)c1OC | 63 | 96 | 87 | 97 | 63 | 103 | 90 | 95
CSc1n[nH]c2nc(-c3ccc(C)cc3)[nH]c(=O)c12 | 83 | 103 | 105 | nt | 86 | 109 | 106 | 102
O=C1/C(=C\c2cccn2CCCCCn2c3ccccc3c(=O)c3ccccc32)c2ccccc2N1c1c(Cl)cccc1Cl | 66 | 100 | 88 | 92 | 92 | 102 | 86 | 95
O=C(c1cc[n+](CCc2ccccc2)cc1)N1CCOCC1 | 98 | 69 | 85 | 113 | 87 | 83 | 95 | 98
COc1ccc(/C(=N/O)c2cc(F)c(F)c(OC)c2F)cc1O | 51 | 16 | 37 | 22 | nt | 22 | 42 | 45
C#CCOC(=O)CCC(=O)OCC#C | nt | 101 | 100 | 101 | 97 | 106 | 107 | nt
Nc1ccc(NC(=O)c2ccccc2-c2ccccc2C(=O)O)cc1 | 109 | 103 | 93 | 102 | 93 | 121 | 106 | 107
Cc1nc2nc(SCC(=O)Nc3cccc(F)c3)[nH]c(=O)c2nc1C | 75 | 103 | 102 | 108 | 108 | 86 | 100 | 98
NSc1ccccc1[N+](=O)[O-] | 92 | 99 | 100 | 97 | 94 | 79 | 82 | 98
Cc1ccc([N+]2=NOC(=O)C2S(=O)(=O)Nc2ccc(-n3c(-c4cccc(Br)c4)nc4ccccc4c3=O)cc2)cc1 (stereo not given) | 85 | 76 | 73 | 93 | nt | 89 | 95 | 97
COC1=C(OC)C(=O)C(N(C)C)=C(CO)C1=O | nt | 98 | 97 | 101 | 93 | 107 | 105 | nt
CC1(C)O[C@@H](COS(N)(=O)=O)[C@H](c2ccccc2Cl)O1 | 84 | 101 | 107 | 104 | 115 | 99 | 103 | 97
O=C1NC(=O)C2C3OC(C(Br)C3Br)C12 (stereo not given) | 86&102 | 99&96 | 108&109 | 100&107 | 103&118 | 116&109 | 104&92 | 102
Cn1c(SCC(=O)c2cccs2)nc2ccccc2c1=O | 87 | 80 | 87 | 82 | 90 | 86 | 100 | 73
CCCn1c(=S)sc2c(NCc3ccc(Cl)cc3Cl)nc(C)nc21 | 74 | 73 | 67 | 82 | 75 | 94 | 92 | 87
Further records
SMILES | HOP-92 | CCRF-CEM | MOLT-4 | RPMI-8226 | SR | HOP-62 | A549/ATCC | EKVX
CC1=C(C)C[C@@]2(Cc3c(ccc4ccccc34)C2=O)S(=O)C1 (stereo not given in full) | 95 | 98 | 97 | 103 | 95 | 96 | 96 | 107
N#CCC1=CCCCC1 | nt | 138 | 129 | 198 | 117 | 97 | 107 | 95
O=[N+]([O-])c1ccc(-c2nc(-c3ccccc3)c(-c3ccccc3)n2-c2ccc(S(=O)(=O)Nc3ncccn3)cc2)cc1 | 5.7* | 21 | 26 | 33 | 45 | 62 | 60 | 23
COc1cc(C2NC(=O)c3ccccc3N2)ccc1OCCCCCOc1c(OC)cc(C2=NOC(c3cc(OC)c(OC)c(OC)c3)C2)cc1OC (stereo not given) | 38 | 45 | 25 | -22* | nt | 95 | 67 | 51
Clc1ccccc1C1Nc2ccccc2-n2cccc21 (stereo not given) | nt | 89 | 86 | 79 | 71 | 88 | 98 | 88
C=C1CC[C@H]2[C@@](C)(CCC3OC(c4ccc(OCc5cn(CC6OC(OC(=O)c7ccccc7)C(OC(=O)c7ccccc7)C(OC(=O)c7ccccc7)C6OC(=O)c6ccccc6)nn5)cc4)OC[C@]32C)[C@@H]1/C=C/C1=CCOC1=O (stereo not given in full) | 84 | 98 | 109 | 101 | 96 | 94 | 99 | 100
O=CNc1ccc2ccccc2c1 | 101 | 99 | 105 | 102 | 117 | 85 | 99 | 88
CCCCCCCCCCCCCCCC(=O)OCCCCCCCCCC | nt | nt | 139 | 131 | 157 | 130 | 95 | 101
O=C(Nc1ccc(OS(=O)(=O)c2ccc(C(F)(F)F)cc2)cc1)c1ccc(Cl)cc1 | 96 | 102 | 97 | 89 | 83 | 98 | 81 | 105
O=c1oc2ccccc2cc1-c1csc(N2N=C(c3ccccc3)CC2c2ccc(Cl)cc2)n1 (stereo not given) | nt | 102 | 98 | 96 | 97 | 109 | 111 | 99
CC(C(=O)O)c1ccc2c(c1)Cc1ccccc1-2 (stereo not given) | 91 | 102 | 83 | nt | 38 | 82 | 100 | 101
COC1C(CO)OC(n2cnc3c(=S)nc(N)[nH]c32)C1O (stereo not given) | 68 | nt | 129 | nt | 122 | 93 | 110 | 83
CCN(CC)CCSC(=O)C(O)(c1ccccc1)C1CCCC1 (stereo not given) | 77 | 118 | 91 | 109 | 97 | 111 | 85 | 120
